Screening results (PubChem)
RSV CPE inhibition – inhibition of RSV-induced cytopathic effect – HEp-2 cells, primary 10 µM value included (AID 2391); HEp-2 cells, RSV-induced CPE inhibition; higher % means a stronger effect; CPE inhibition, % at 10 µM; hits with a dose series show IC50 in µM; 310,000 compounds, 0.13% hits; in the data active = a potency from the dose series; inconclusive = CPE inhibition mostly from about 23% at the one dose, without a potency; inactive = the rest, 99 in 100 with CPE inhibition below about 21%; also: strong numbers were not always called active
AID2073 – disruptors of CaV2.2 binding to Mint1 – biochemical, HTRF (AID 2073). HTRF protein-protein interaction, Mint1-CaV2.2; higher % means a stronger effect. inhibition, % at 20 µM; hits with a dose series show IC50 in µM. 290,000 compounds, 0.19% hits; in the data active = inhibition mostly above about 51%, no sharp cut-off; inconclusive = no clear call, values can overlap the other calls; inactive = mostly below about 53%; also: some results filed as inactive read as strong as hits
XIAP antagonists – small molecules displacing peptide from XIAP – biochemical, IAP family, fluorescence polarization (AID 1018) | XIAP BIR domain, fluorescence polarization peptide displacement; higher % means a stronger effect | one-dose displacement, % at 20 µM; IC50 in µM for titrated hits | 200,000 compounds, 0.007% hits; in the data active = displacement above about 50%; also: a part of the inactive calls stands beside numbers as strong as those of hits
SIAH1 antagonists – Siah-1 peptide-binding antagonists, primary screen, biochemical, fluorescence polarization, rhodamine-plectin, uHTS (AID 1817). 290,000 compounds, 0.02% hits. one-dose displacement, % at 20 µM; IC50 in µM for titrated hits. Siah-1 / rhodamine-plectin peptide fluorescence polarization; higher % means a stronger effect;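 active = displacement of at least 50% at 20 µM, with a fluorescence ratio check between 0.3 and a set limit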;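 also: plate controls were Siah plus tracer with DMSO for no effect and tracer alone without Siah for full effect; strong numbers were not always called active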
MgcRacGAP inhibition – MgcRacGAP GTPase-activating activity inhibitors, confirmation, biochemical, ADP Hunter fluorescence; MgcRacGAP-stimulated Rac1 GTP hydrolysis, ADP Hunter fluorescence; higher % means a stronger effect; GST-tagged Rac1 F28L mutant substrate; inhibition, % at 30 µM, or IC50 in µM where a hit was titrated; 340,000 compounds, 0.6% hits; AID 624330;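 active = first-screen hits whose inhibition reached a set limit at any dose in the follow-up dose series; inconclusive = inhibition above the set first-screen limit but never retested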;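 also: fluorescence reports GDP produced by GAP-driven GTP hydrolysis; strong numbers were not always called active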
LYP inhibition – inhibitors of LYP phosphatase, biochemical, fluorescence intensity, uHTS (AID 1779). recombinant LYP phosphatase, fluorescence intensity; higher % means a stronger effect. inhibition, % at 11.5 µM, or IC50 in µM where a hit was titrated. 290,000 compounds, 0.054% hits; in the data active = inhibition above about 50%;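 also: plate controls were vehicle with enzyme for no effect and no enzyme for full effect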
Dengue-2 NS5 capping – flavivirus cap methylation enzyme inhibition – biochemical, confirmation dose response, primary screen (AID 588689); 340,000 compounds, 0.3% hits; Dengue-2 NS5 methyltransferase capping enzyme assay, biochemical; higher % means a stronger effect; inhibition, % at 25 µM; hits with a dose series show IC50 in µM; in the data active = a potency from the dose series; inconclusive = inhibition above about 29% without an active follow-up result
SV40 large T antigen – TAg ATPase/helicase activity blockers – biochemical (AID 1903). SV40 large T antigen ATPase/helicase inhibition assay; higher % means a stronger effect. one-dose inhibition, % at 20 µM; IC50 in µM for titrated hits. 310,000 compounds, 0.39% hits; in the data active = a potency from the dose series; inconclusive = inhibition mostly from about 32% at the one dose, without a potency; inactive = the rest, 99 in 100 with inhibition below about 32%; also: strong numbers were not always called active
HIV fusion peptide – inhibitors of HIV fusion peptide binding, primary screen, biochemical, uHTS, fluorescence dequenching (AID 1986); cell-free peptide binding, fluorescence dequenching, 30 min; higher % means a stronger effect; 290,000 compounds, 0.3% hits; inhibition, % at 20 µM; hits with a dose series show IC50 in µM; in the data active = inhibition mostly above about 52%, no sharp cut-off; inactive = mostly below about 76%; also: some results filed as inactive read as strong as hits
Dengue-2 NS5 capping pilot replicate – also measured in Dengue-2 NS5 capping; calls as there; inhibition, %; measured here: pilot screen replicate inhibition
* = called active by the depositor; ? = inconclusive; / = no result given.

SMILES | RSV CPE inhibition | AID2073 | XIAP antagonists | SIAH1 antagonists | MgcRacGAP inhibition | LYP inhibition | Dengue-2 NS5 capping | SV40 large T antigen | HIV fusion peptide | others
Cc1ccc(Cc2cnc(N3C(=N)SC(c4ccccc4)C3=O)s2)cc1 (stereo not drawn) | -0.3% | 13% | 0.4% | -2% | 7% | -2% | -1% | 6% | 43%
CCN(CC)C(=O)CSc1nc2cc(S(=O)(=O)N3CCOCC3)ccc2n1CC | 1.7% | 10% | / | 28% | 12% | -8% | -3% | 11% | -0.7%
O=S(=O)(NCc1ccccc1)c1ccc(Cl)cc1 | 0.3% | -8% | -3.5% | 3% | 1% | -1% | -2% | -3% | -2.2%
COc1ccccc1C1CCN(Cc2ccc(C)cc2)CC1 | -2.1% | 7% | / | 5% | 9% | -10% | -3% | 7% | 0.3%
COc1ccc(N2C(=O)NC(NC(=O)c3cccnc3)(C(F)(F)F)C2=O)cc1 (stereo not drawn) | 1.8% | -3% | -1.5% | -3% | 4% | -4% | -12% | 2% | -2.6%
COCCNc1nc(C(C)(C)C)nc2c1nnn2Cc1ccccc1Cl | 1.2% | 5% | 1.2% | 3% | 13% | 3% | -3% | 4% | 1.9%
COc1ccc(S(=O)(=O)NC(N)=NCCc2ccc(OC)c(OC)c2)cc1 | 2.0% | -3% | -8.0% | 2% | / | -7% | / | 25% | 0.6%
NCCN1C(=O)S/C(=C\c2ccc3c(c2)OCO3)C1=O | 2.8% | -26% | / | -3% | 12% | -10% | 7% | 9% | -3.4%
COc1ccccc1NS(=O)(=O)c1cccc(C(=O)N/N=C/c2ccccc2OCC(=O)O)c1 | 0.9% | 6% | -3.5% | -1% | 3% | -6% | -8% | 6% | 0.5%
Nc1c2c(nc3ccccc13)CCCC2=O | 0.3% | 22% | / | -6% | 17% | -8% | 3% | 4% | -2.1%
COC(=O)c1sc(S(=O)(=O)N2CCN(c3ccccc3)CC2)c(C(=O)OC)c1C | 3.0% | 0% | 0.0% | 2% | 9% | 3% | -1% | 2% | 0.0%
O=C(NNC(=O)C12CC3CC(CC(C3)C1)C2)c1ccccc1[N+](=O)[O-] | 1.4% | -4% | / | -2% | 4% | 4% | 5% | 10% | -0.4%
CCOC(=O)c1ccc(NC(=O)c2ccc3c(c2)C(=O)N(Cc2cccnc2)C3=O)cc1 | 0.0% | 7% | / | 5% | 9% | -2% | -4% | 3% | -2.0%
CCc1ccc(NC(=O)CNC(=O)[C@@H]2Cc3ccccc3CN2)cc1 | 0.6% | 4% | / | 3% | 8% | -8% | 1% | 3% | 2.3%
Cc1cccc2cc(CN(CC3CCCO3)C(=O)c3ccco3)c3nnnn3c12 (stereo not drawn) | 2.3% | 5% | -2.1% | 3% | / | -3% | / | -1% | -0.3%
Brc1cc(/C=N/n2cnnc2)oc1Br | 10% | ? | -7.9% | -1% | 3% | -1% | -8% | 5% | 0.7%
O=[N+]([O-])c1ccc(-c2nnc(-c3ccccc3)c(N3CCOCC3)n2)cc1 | 2.4% | -2% | -0.8% | 0% | 7% | -2% | -2% | 2% | -0.3%
C/C(=N/Nc1ccnc2cc(Cl)ccc12)c1ccc(N)cc1 | 4.5% | / | / | / | 19% | / | -19% | 33% | /
O=C(c1nc2n(n1)C(c1ccc(Cl)cc1)C=C(c1ccccc1)N2)N1CCOCC1 (stereo not drawn) | 9.3% | ? | -4.4% | -2% | 3% | 2% | ? | 11% | 9.8%
CCOC(=O)c1c(C)n(-c2ccc(F)cc2)c2ccc(O)cc12 | 3.6% | 7% | / | 2% | 4% | -2% | -2% | 10% | -0.8%
CN(C(=O)c1ccncc1)C1CCCCC1 | 1.6% | 4% | / | -3% | 9% | -5% | -12% | 9% | 2.8%
COCCCN(C(=S)NC(=O)c1ccc(Br)cc1)c1c(N)n(Cc2ccccc2)c(=O)[nH]c1=O | 2.0% | -1% | -4.0% | 9% | 2% | -4% | -6% | 32% | 0.0%
COCCNC(=O)C(c1ccc(F)cc1)N(CCOC)C(=O)CCC(=O)Nc1ccccn1 (stereo not drawn) | -0.8% | 0% | / | -3% | 5% | -12% | 1% | 6% | 0.2%
Cc1ccccc1C(=O)Nc1ccccc1C(=O)NCC(C)C | -1.8% | 7% | -5.7% | -2% | 2% | -4% | -6% | 2% | -0.7%
O=C1Nc2cc(C(=O)N3CCOCC3)ccc2S/C1=C\c1ccccc1 | 4.8% | 12% | / | 1% | 7% | -4% | -7% | 27% | 0.0%
Cc1ccsc1/C=N/n1c(-c2cc(-c3ccccc3)n[nH]2)n[nH]c1=S | / | -31% | / | 5% | 12% | 6% | 3% | 19% | 0.4%
NC(=S)n1[nH]c(-c2ccc([N+](=O)[O-])cc2)c(N=Nc2ccc(Cl)cc2)c1=O | / | 84% | 14% | 12% | 11% | 6% | 28% | 8% | 7.0%
COCCN1Cc2cccc(C(=O)Nc3ccc4c(c3)OCCO4)c2C1=O | 1.6% | 3% | -5.7% | -1% | 4% | -4% | 1% | 4% | 0.1%
COc1ccc2c(c1)CCN=C2Cc1ccc(OC)c(OC)c1 | 0.7% | 13% | -9.5% | 0% | 6% | -7% | -7% | 0% | 0.8%
O=C(Nc1sc(-c2ccccc2)cc1C(=O)O)c1ccccc1 | 7.6% | 30% | / | 3% | 11% | 2% | 3% | 12% | 40%
CC1CCCC(C)N1CCCNC(=O)c1ccc2nc(N3CCOCC3)sc2c1 (stereo not drawn) | 0.9% | 6% | / | -1% | 5% | -6% | -3% | / | 0.2%
COc1ccccc1Cc1nc(-c2ccc(Br)o2)no1 | 1.9% | 3% | -6.6% | -6% | 7% | 2% | -4% | 6% | 0.5%
CCCOc1ccc(C2C3=C(CCCC3=O)N(CC(=O)O)C3=C2C(=O)CCC3)cc1OCC | 0.8% | 6% | / | 4% | 9% | -7% | 9% | 8% | 1.5%
CC(C(=O)O)N1CCCCC1 (stereo not drawn) | 1.5% | 0% | / | 1% | 6% | -5% | -5% | 7% | 1.6%
COc1cccc(-c2csc(N3CCN(CC(=O)Nc4ccc5c(c4)OCO5)CC3)n2)c1 | 18% | -18% | -2.8% | 1% | 7% | 6% | 7% | 6% | -2.4%
COc1ccc(-n2cnnc2SCC(=O)Nc2cccc(S(=O)(=O)N3CCCCC3)c2)cc1 | 2.3% | 1% | -11% | 21% | 6% | 9% | 4% | 9% | 0.8%
Cc1cc(C)c(C)c(S(=O)(=O)ON2C(=O)c3ccccc3C2=O)c1C | -1.1% | 32% | -5.1% | -7% | -1% | -3% | -5% | 5% | 9.3%
C[N+](C)(C)CCOP(=O)([O-])OC[C@H](O)CO | 0.0% | -2% | -20% | -3% | 0% | -1% | 2% | 14% | -2.0%
COc1ccccc1CNC(=O)COC(=O)c1ncc(Cl)c(Cl)c1Cl | -1.2% | / | / | / | 1% | / | -1% | 8% | /
CCOC(=O)CNc1c(-c2ccc(O)cc2)nc2ccccn12 | 0.7% | 33% | -0.3% | 2% | ? | -14% | -5% | 15µM* | 1.0%

An excerpt from above in order of length of the SMILES, low to high.
SMILES | RSV CPE inhibition | AID2073 | XIAP antagonists | SIAH1 antagonists | MgcRacGAP inhibition | LYP inhibition | Dengue-2 NS5 capping | SV40 large T antigen | HIV fusion peptide | others
COc1ccc2c(c1)CCN=C2Cc1ccc(OC)c(OC)c1 | 0.7% | 13% | -9.5% | 0% | 6% | -7% | -7% | 0% | 0.8%
CCCOc1ccc(C2C3=C(CCCC3=O)N(CC(=O)O)C3=C2C(=O)CCC3)cc1OCC | 0.8% | 6% | / | 4% | 9% | -7% | 9% | 8% | 1.5%
NC(=S)n1[nH]c(-c2ccc([N+](=O)[O-])cc2)c(N=Nc2ccc(Cl)cc2)c1=O | / | 84% | 14% | 12% | 11% | 6% | 28% | 8% | 7.0%

Additional structures follow.
SMILES | RSV CPE inhibition | AID2073 | XIAP antagonists | SIAH1 antagonists | MgcRacGAP inhibition | LYP inhibition | Dengue-2 NS5 capping | SV40 large T antigen | HIV fusion peptide | others
N=c1sccn1CC(=O)Nc1ccccc1-c1ccccc1 | -1.4% | -15% | -7.9% | -4% | 9% | 4% | -6% | -3% | -0.9%
O=C(Cc1ccc([N+](=O)[O-])cc1)N/N=C/c1cccs1 | 0.8% | 2% | / | 1% | 8% | -2% | -1% | 19% | -1.4%
COc1ccccc1OCCNC(=O)C(=O)c1c[nH]c2ccccc12 | 1.4% | -3% | / | 12% | 8% | -2% | -10% | 6% | -0.5%
O=C(CSc1ccccc1)N1CCN(S(=O)(=O)c2ccccc2)CC1 | 1.4% | 47% | / | 2% | 4% | -7% | -7% | -8% | 1.2%
O=C(Cn1cnc2cc([N+](=O)[O-])ccc2c1=O)Nc1cccc2ccccc12 | 0.3% | 19% | / | -2% | 5% | -1% | -5% | 6% | -3.9%
CCCCOc1cccc(C2(C(=O)O)CCCC2)c1 | 2.0% | -2% | -2.8% | 4% | 7% | -1% | 3% | 0% | 2.0%
C[C@]12CC[C@@H]3c4ccc(OC(=O)c5ccccc5)cc4CC[C@H]3[C@@H]1CC[C@@H]2O | -1.3% | -4% | -13% | 1% | 7% | 4% | -4% | 3% | -1.5%
FC(F)(F)c1ccc(N2CCN(c3ncnc4c3nnn4Cc3ccccc3)CC2)nc1 | 2.8% | 31% | -3.1% | 1% | 4% | 4% | -1% | 2% | 0.2%
COc1ccc(/C=C/C(=O)NCc2c(C)nn(C)c2C)cc1COc1ccc(Br)cc1 | 4.6% | 14% | -4.7% | -2% | -1% | -7% | -1% | 7% | 0.1%
Cc1noc(C)c1COc1ccc(C(=O)OCc2nnc(-c3ccc(Cl)cc3)o2)cc1 | 1.1% | 2% | 1.0% | -1% | 6% | -1% | -3% | 1% | -0.4%
COc1cc(C)c(Cl)c(C)c1S(=O)(=O)NCc1cccnc1 | 2.4% | -2% | -0.1% | -7% | 9% | -10% | -1% | 10% | 37%
COc1ccc(S(=O)(=O)N(C)CC(=O)Nc2ccccc2C(F)(F)F)cc1Cl | 2.2% | -6% | -2.9% | 2% | -2% | -1% | -6% | 0% | 1.6%
Cc1ccc(NC(=O)C2CCN(S(=O)(=O)c3cccs3)CC2)cc1 | 2.3% | 0% | -4.6% | -3% | 10% | -11% | -2% | 7% | 0.3%
Cc1ccnc(N2CCC(C(=O)NNC(=O)c3ccccc3)CC2)n1 | 1.4% | 4% | -2.4% | 3% | 10% | -9% | -4% | -5% | -2.0%
Cc1ccccc1CC(=O)N1CC(C)OC(C)C1 (stereo not drawn) | 1.5% | 2% | / | 2% | 11% | -6% | 0% | 13% | -0.9% | Dengue-2 NS5 capping pilot replicate=1.5
CN1C(=O)N(C)c2ccc(Br)c3cccc1c23 | 1.2% | 7% | / | -3% | 9% | 7% | -4% | 5% | -2.0%
CCOC(=O)c1cnc(-c2ccccc2)nc1Oc1ccc(Cl)cc1 | 1.0% | 18% | -7.7% | -5% | 11% | -6% | -7% | 8% | -2.7%
CC(=O)N1c2ccc(S(=O)(=O)NCCc3ccc(Cl)cc3)cc2CC1C (stereo not drawn) | 13% | -3% | / | 6% | 5% | -10% | -3% | 6% | -0.8%
